Compound activity as filed in PubChem BioAssay.
NOD1 NF-kB reporter – NOD1 signaling inhibitors, primary screen, cell-based, luminescence, uHTS (AID 1578); NOD1-driven NF-kB luciferase reporter cells, luminescence; higher % means a stronger effect; inhibition, % at 4 µM; hits with a dose series show EC50 in µM; 290,000 tested, 1% active; in the data active means inhibition mostly above about 36%, no sharp cut-off; inactive means mostly below about 34%;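 further: HEK-293T reporter cells stimulated with the NOD1 agonist gamma-tri-DAP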
NOD2 inhibition – NOD2 signaling inhibitors, cell-based, luminescence, uHTS, HEK293 (AID 1566) | one-dose inhibition, % at 4 µM; EC50 in µM for titrated hits | 290,000 tested, 0.63% active | HEK293 NOD2/NF-kB luciferase reporter, luminescence; higher % means a stronger effect; further: many of its hits are not listed in these tables
Dynein transport – inhibitors of GR-EGFP nuclear translocation, primary screen, dynein cargo transport inhibitor project, imaging, high-content, 3617.4 mouse cells | test concentration mostly 20 µM; stimulated with dexamethasone, 1 µM; active compounds read low | 220,000 tested, 0.47% active | AID 1381, 2008 | z-score, hits read low;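 active means plate z-score of nuclear minus cytoplasmic receptor signal below a set negative limit, without overly bright fluorescence or cell loss, cut at about -3.5 in these data, passing the limit was not always enough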;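 further: z-score of nuclear minus cytoplasmic ring GR-EGFP intensity difference per well; some compounds called inactive have numbers as strong as hits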
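Buffer or medium: tet-free medium with charcoal-stripped serum / Also added: dexamethasone agonist, 1.0 µM final, for 30 min / Timing: induction 48 h, compound 1 h, agonist 30 min / Measured by: high-content fluorescence imaging after fixation / Read-out: nuclear-to-cytoplasmic GR-EGFP distribution per well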
KOR beta-arrestin-1 – KOR agonists, beta-arrestin recruitment, primary screen, cell-based, luminescence, uHTS (AID 1777) | Kappa-type opioid receptor (Homo sapiens) | KOR beta-arrestin recruitment, luminescence; higher % means a stronger effect | activation, % at 10 µM, or EC50 in µM where a hit was titrated | 280,000 tested, 0.02% active; in the data active means activation above about 50%, passing the limit was not always enough; further: a part of the inactive calls stands beside numbers as strong as those of hits
P. falciparum M17LAP – P. falciparum M17LAP inhibitors, primary screen, biochemical, fluorogenic H-Leu-NHMec substrate, 1536-well (AID 1619); Leucine aminopeptidase (Plasmodium falciparum (isolate 3D7)); recombinant M17LAP, H-Leu-NHMec fluorogenic kinetic assay; higher % means a stronger effect; 220,000 tested, 0.38% active; inhibition, % at 30 µM; hits with a dose series show IC50 in µM;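 active means compound inhibiting the enzyme by more than half at any dose during confirmatory dose-response retesting; inconclusive means strong single-dose inhibitors picked by rank but not retested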;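 further: plate controls were full reaction with DMSO carrier for no effect and no enzyme background for full effect; strong numbers were not always called active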
KOR beta-arrestin-2 – KOR antagonists, beta-arrestin recruitment, cell-based, luminescence, uHTS (AID 1778) | KOR beta-arrestin recruitment, luminescence, antagonist mode; higher % means a stronger effect | Kappa-type opioid receptor (Homo sapiens) | inhibition, % at 10 µM; hits with a dose series show IC50 in µM | 290,000 tested, 0.091% active; further: strong numbers were not always called active
M1AAP inhibition – P. falciparum M1AAP inhibitors, biochemical, fluorogenic H-Leu-NHMec substrate, 1536-well (AID 1445) | Aminopeptidase N (Plasmodium falciparum (isolate 3D7)) | recombinant M1AAP, H-Leu-NHMec fluorogenic kinetic assay; higher % means a stronger effect | inhibition, % at 30 µM, or IC50 in µM where a hit was titrated | 220,000 tested, 0.42% active;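 active means primary inhibition above the hit cutoff, then over 50% inhibition at one or more dose response concentrations, cut at about 23% in these data, passing the limit was not always enough; inconclusive means conflicting primary data, or primary hits not chosen for dose response; inactive means low primary inhibition, or under 50% at every dose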;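 further: plate controls were DMSO full reaction for no effect and no enzyme background for full effect; strong numbers were not always called active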
AID2073 – inhibitors of Mint1-CaV2.2 protein interaction, biochemical, HTRF (AID 2073). HTRF protein-protein interaction, Mint1-CaV2.2; higher % means a stronger effect. Voltage-dependent N-type calcium channel subunit alpha-1B (Homo sapiens). inhibition, % at 20 µM; hits with a dose series show IC50 in µM. 290,000 tested, 0.19% active; in the data active means inhibition mostly above about 51%, no sharp cut-off; inconclusive means no clear call, values can overlap the other calls; inactive means mostly below about 53%; further: some results filed as inactive read as strong as hits
GPR55 activation – GPR55 agonists via beta-arrestin recruitment, primary screen, imaging, U2OS cells, beta-arrestin-GFP redistribution (AID 1961); G-protein coupled receptor 55 (Homo sapiens); U2OS GPR55 beta-arrestin-GFP redistribution imaging; higher % means a stronger effect; activation, % at 10 µM, or EC50 in µM where a hit was titrated; 290,000 tested, 0.048% active;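 active means activation above 40% with more than 50 cells counted in the well; inconclusive means wells holding fewer than 50 cells, flagged as toxic or sparse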;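 further: U2OS osteosarcoma cells stably expressing GPR55 and beta-arrestin-GFP; plate controls were DMSO negative control for no effect and LPI positive control for full effect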
Dynein transport cytoplasmic EGFP – also measured in Dynein transport; calls as there; z-score; measured here: cytoplasmic GR-EGFP intensity; active compounds read high
Dynein transport nuclear GR-EGFP – further read-out of Dynein transport, marked with its call; z-score; measured here: nuclear GR-EGFP intensity;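 lower value marks the stronger effect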
Dynein transport cell count – second read-out of Dynein transport, no call of its own (marks repeat the call); z-score; measured here: cell count per field
* marks the source's active call; other numbers are inactive results; ? = inconclusive; . = no result given; [ ] = another dose, or the depositor's remark. Unless noted, no stated cut-off is given here; in the data, active means inhibition above about 50%; inactive means the rest. Not all compounds are listed; rates above refer to the full screens.

Compound | NOD1 NF-kB reporter | NOD2 inhibition | Dynein transport | Dynein transport cytoplasmic EGFP | Dynein transport nuclear GR-EGFP | Dynein transport cell count | KOR beta-arrestin-1 | P. falciparum M17LAP | KOR beta-arrestin-2 | M1AAP inhibition | AID2073 | GPR55 activation
CC(C)OC(=O)C(C(=O)C(F)(F)F)c1cc(NS(=O)(=O)c2ccc3ccccc3c2)c2ccccc2c1O (centres undefined) | 44% | 22% | -0.23 | -0.22 | -0.19 | 0.14 | -0.8% | 12% | -3% | 8% | 1% | -0.3%
CN1CCN(c2nc(NCc3ccco3)nc(N)c2[N+](=O)[O-])CC1 | -5% | 11% | 0.77 | -0.25 | 0.39 | -0.06 | 1.5% | 13% | 11% | 8% | -5% | -0.3%
CCOC(=O)C(=O)Cc1nc2ccccc2s1 | -1% | 18% | 1.2 | -0.22 | 0.61 | -0.56 | 2.9% | 0% | 7% | 11% | -14% | -0.6%
Cc1cccc(/C=C/c2nc3ccccc3c(=O)[nH]2)c1 | -33% | -212% | 0.28 | -0.34 | -0.21 | 0.5 | -4.6% | 2% | -72%[20 µM] | 5% | ? | -0.1%
CCOC(=O)c1sc2ncnc(NCC(c3cccs3)N(C)C)c2c1C (centres undefined) | 20% | 0% | -0.23 | -0.22 | 0.045 | 0.29 | -4.1% | 12% | 11% | 0% | 18% | -0.1%
CC(=O)Nc1nc(C)c(Oc2ccc(Cl)cc2)c(=O)[nH]1 | -10% | 17% | -0.62 | -0.23 | -0.35 | 0.23 | -1.3% | 10% | 38% | 4% | -1% | -0.2%
CCOC(=O)C1CCN(S(=O)(=O)c2ccc3c(c2)N(C)C(=O)CC(=O)N3C)CC1 | -1% | -1% | . | . | . | . | 1.9% | . | -10% | . | -33% | -0.1%
CC(C)[C@H](NC(=O)c1ccc(C(C)(C)C)cc1)C(=O)Nc1nnc(C2CC2)s1 | -12% | -2% | -0.56 | -0.26 | -0.61 | 0.33 | 0.4% | -8% | 9% | -3% | 8% | -0.1%
Cc1n[nH]c(=S)c2nn(-c3cccc(Cl)c3)c(C)c12 | 10% | 10% | -0.5 | -0.16 | 0.34 | 0.11 | -4.0% | -1% | -17% | -1% | 11% | 0.3%
CCc1ccc(N(CC(=O)NC2CC2)S(=O)(=O)c2ccc(C)cc2)cc1 | -18% | 5% | . | . | . | . | 3.4% | . | -1% | . | 0% | -0.1%
O=C(O)CCN1C(=O)S/C(=C\c2cccnc2)C1=O | -8% | -24% | -0.61 | -0.3 | -0.53 | 2.1 | -1.0% | 10% | 20% | 1% | -21% | 0.0%
CCc1ccc(Nc2nc(N3CCOCC3)nc(N3CCOCC3)n2)cc1 | -16% | -4% | . | . | . | . | 6.1% | . | -2% | . | 0% | -0.2%
O=C1C2=C(C(c3ccccc3)=NCCN2)C(c2cccc([N+](=O)[O-])c2)N1c1ccccc1 (centres undefined) | -42% | -18% | -0.62 | -0.28 | -0.34 | 0.98 | 12% | 9% | -15% | 4% | ? | -0.3%
COc1ccccc1NC(=O)NC1(C(=O)NCC2CCCO2)CCCCC1 (centres undefined) | -15% | 8% | . | . | . | . | -1.4% | . | 11% | . | 1% | -0.2%
CCOC(=O)c1ccc(NC(=O)[C@@H](NC(N)=O)C(C)C)cc1 | -3% | 13% | 0.83 | -0.74 | 0.11 | -1 | 2.2% | -5% | 20% | 5% | -1% | 0.7%
COC(=O)c1cc(OC)c(OC)cc1NC(=O)c1cc(-c2ccccc2)nc2ccccc12 | -151% | -9% | -0.18 | -0.37 | 0.23 | 0.46 | -3.3% | 2% | 3% | 1% | 20% | -0.1%
Cc1ccc2cc(NC(=O)c3ccccc3C)ccc2n1 | -6% | -46% | . | . | . | . | -2.0% | . | 8% | . | 3% | 0.5%
COc1cccc(OCc2cc(C(=O)N3CCNC(=O)C3Cc3ccccc3)no2)c1 (centres undefined) | -38% | 0% | . | . | . | . | 4.9% | . | -9% | . | 6% | -0.1%
O=C(N/N=C/c1ccncc1)c1ccccc1OCc1ccc(Br)cc1 | 8% | -1% | -0.029 | -0.13 | -0.21 | -0.027 | 1.5% | 26% | -24% | 12% | -6% | -0.3%
O=C(c1ccc2ccccc2c1)N1CCN(c2ccccc2)CC1 | -18% | -6% | -1.3 | -0.24 | -0.67 | 0.31 | 9.8% | -3% | 14% | 1% | 0% | -0.2%
Cc1cc(N2CCOCC2)nc(NCc2ccccc2)n1 | -1% | 4% | -0.69 | -0.19 | -0.47 | 0.51 | -4.2% | -3% | -32% | 1% | 24% | -0.3%
O=C(CCn1c(=O)[nH]c2ccccc2c1=O)NCCSCc1ccccc1 | -32% | 25% | -0.31 | -0.29 | -0.098 | 0.3 | 6.6% | -3% | -16% | 13% | -6% | 0.4%
COc1ccc(/C=C2\SC(=O)N(CC(=O)NNC(=O)c3ccccc3O)C2=O)cc1OC | 2% | -9% | 0.28 | -0.23 | 0.058 | -0.08 | 1.6% | 10% | 21% | 7% | 5% | -0.4%
N/C(=N\OC(=O)Cc1ccc([N+](=O)[O-])cc1)c1cccc(Br)c1 | -19% | -14% | -0.71 | -0.27 | -0.52 | 0.66 | 0.3% | -6% | -33% | 6% | 27% | -0.1%
CCOc1cccc2sc(N(CCN(C)C)C(=O)c3ccc4c(c3)OCCO4)nc12 | -18% | 0% | . | . | . | . | 3.9% | . | 14% | . | 7% | 0.0%
CSCCC(NC(=O)COc1ccccc1)C(=O)OCC(=O)c1cc2ccccc2o1 (centres undefined) | -10% | -10% | 2.1 | 0.091 | 1.8 | -2 | -1.7% | -8% | -6% | 6% | 3% | 0.0%
Cc1[nH]c2ccccc2c1SCCNC(=O)c1ccc(Br)o1 | -17% | 6% | -0.62 | -0.28 | -0.38 | 1.2 | 6.5% | 14% | 6% | 3% | 3% | -0.2%
CC(C)Oc1ccc(C(=O)Nc2ccc(Cl)c(S(=O)(=O)Nc3ccc(Cl)cc3)c2)cc1 | -21% | -2% | 0.047 | -0.065 | -0.23 | 0.0017 | 3.2% | -1% | -24% | 2% | 11% | 0.1%
CSCCC1C(C#N)=C(N)Oc2n[nH]c(-c3cccs3)c21 (centres undefined) | -19% | -1% | 1 | 0.098 | 0.76 | -1.2 | 3.3% | 54% | -39% | 24%* | -2% | -0.2%
COC(=O)Cc1c(C)c2ccc(OCC(C)=O)c(C)c2oc1=O | -29% | -62% | -0.076 | -0.25 | -0.4 | 0.89 | 8.8% | -23% | -35% | 14% | ? | -0.1%

3 compounds already listed, ordered by the number in Dynein transport cell count, highest first:
| canonical_smiles | Dynein transport cell count |
| --- | --- |
| O=C(CCn1c(=O)[nH]c2ccccc2c1=O)NCCSCc1ccccc1 | 0.3 |
| O=C(N/N=C/c1ccncc1)c1ccccc1OCc1ccc(Br)cc1 | -0.027 |
| CCOC(=O)C(=O)Cc1nc2ccccc2s1 | -0.56 |

New compounds follow
Compound | NOD1 NF-kB reporter | NOD2 inhibition | Dynein transport | Dynein transport cytoplasmic EGFP | Dynein transport nuclear GR-EGFP | Dynein transport cell count | KOR beta-arrestin-1 | P. falciparum M17LAP | KOR beta-arrestin-2 | M1AAP inhibition | AID2073 | GPR55 activation
CS(=O)(=O)N(CC(=O)NCCC1=CCCCC1)c1cccc([N+](=O)[O-])c1 | -23% | 4% | -1.2 | -0.22 | -0.19 | 0.35 | -3.0% | -3% | 0%[20 µM] | 2% | 1% | -0.1%
Cc1cccc(NS(=O)(=O)c2cc(C(=O)N3CCc4ccccc4C3)ccc2Cl)c1C | . | -9% | 1.8 | 0.072 | 0.3 | -1.3 | -1.5% | -1% | 9% | 4% | 31% | -0.1%
O=C(N=C1SC2CS(=O)(=O)CC2N1Cc1ccc(F)cc1)C1CCCO1 (centres undefined) | -8% | 12% | . | . | . | . | -1.2% | . | 12% | . | -4% | -0.1%
COc1ccc(NC2CCCN(C(=O)CCOc3ccccc3)C2)cc1 (centres undefined) | -7% | 1% | . | . | . | . | 9.0% | . | -10% | . | -16% | 0.3%
CC(=O)Nc1ccccc1NC(=O)CN(C)S(=O)(=O)c1ccc(C)cc1 | -2% | 14% | -0.55 | -0.27 | -0.33 | 1.2 | -6.0% | -1% | -39% | 4% | 11% | -0.2%
CC(C)/C=N\NC(=O)CCCCC(=O)N/N=C/C(C)C | -40% | 4% | -0.02 | -0.27 | 0.039 | 0.84 | -1.4% | 9% | 13% | 5% | -12% | 1.2%
CCOc1cccc(C2C(C#N)=C(N)Oc3cc(C)oc(=O)c32)c1OCC (centres undefined) | -11% | 7% | 0.14 | -0.37 | 0.082 | 0.39 | -3.9% | 1% | -12% | 8% | 0% | -0.2%
O=C(O)c1cccc(N2C(=O)CSC2=S)c1 | 0% | 1% | . | . | . | . | -19% | . | 14% | . | -7% | 0.3%
COc1ccc(S(=O)(=O)N2CCC(C(=O)Nc3ccccc3C)CC2)c2cccnc12 | 22% | -6% | -0.32 | -0.11 | 0.26 | 0.71 | 2.8% | -5% | -38% | 1% | -5% | -0.2%

Two compounds picked at random from those above, as already listed:
Compound | NOD1 NF-kB reporter | NOD2 inhibition | Dynein transport | Dynein transport cytoplasmic EGFP | Dynein transport nuclear GR-EGFP | Dynein transport cell count | KOR beta-arrestin-1 | P. falciparum M17LAP | KOR beta-arrestin-2 | M1AAP inhibition | AID2073 | GPR55 activation
COc1ccc(S(=O)(=O)N2CCC(C(=O)Nc3ccccc3C)CC2)c2cccnc12 | 22% | -6% | -0.32 | -0.11 | 0.26 | 0.71 | 2.8% | -5% | -38% | 1% | -5% | -0.2%
COc1ccc(NC2CCCN(C(=O)CCOc3ccccc3)C2)cc1 (centres undefined) | -7% | 1% | . | . | . | . | 9.0% | . | -10% | . | -16% | 0.3%
